# LDHA block = LDHA (human) enzyme inhibition; P00338; purified LDHA, NADH/diaphorase-resazurin fluorescence; hits give low values; activity change, % (values are at about 110 or 230 µM); 480,000 tested, 0.15% active; AID 1347041; in the data active = activity change below about -30%; inconclusive = mostly about -25% to -30%;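 note: plate controls were DMSO wells for no effect and wells without enzyme for full effect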
#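 Human LDH5 at 2 nM final in Tris HCl pH 7.4 with 0.06 mM NADH and 0.2 mM pyruvate, reacted 5 minutes at room temperature. Remaining NADH coupled via diaphorase/resazurin; resorufin fluorescence read at 0 and 20 minutes, normalized to enzyme-free and DMSO wells.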
# The depositor's hits bear a star; ? = inconclusive. Not all compounds are listed; rates above refer to the full screens.
SMILES,LDHA block
COc1ccccc1CN(C)C(=O)NCc1ccc(S(=O)(=O)N2CCCCC2)cc1,6
CCc1ccccc1OCc1nnc(SCc2cc(=O)c3ccccc3[nH]2)n1C,13
Cc1cc2nc(CSc3nc4ccc(NC(=O)C(C)C)cc4s3)cc(=O)n2o1,3
O=C(Nc1cccnc1)c1nn(C2CCS(=O)(=O)C2)c2c1CCCC2 (configuration not stated),-5
C/C(=N/O)c1ccc(-n2cncn2)cc1,-7
Cc1ccc(C(=O)NC(C)c2cccc(C(F)(F)F)c2)cn1 (configuration not stated),-1
O=S(=O)(NCCO)c1ccc(Cl)c(Cl)c1Cl,2
CN(CCOc1ccc(Cl)cc1)Cc1nc(N)nc(N)n1,-5
CC(=O)c1ccc(-c2ccc(C3CC(=O)Nc4c3c(C)nn4-c3ccc(=O)[nH]n3)o2)cc1 (configuration not stated),1
CCN(CCOc1ccc(C#N)cc1)Cc1ccccc1,-1
CCOC(=O)/C(C#N)=C\c1cc(Br)c(OC)c(OCC)c1,9
O=C(NCc1ccc2c(c1)OCO2)c1ccc(NC(=O)c2nsc3ccccc23)cc1,7
Cc1cccc(N2CCN(C(C(=O)O)c3cn(C)c4ccc(C(=O)O)cc34)CC2)c1C (configuration not stated),0
Cc1cc(N(C)C)n2nc(Cc3ccc(Cl)cc3)nc2n1,-14
CNC(=S)NNC(=O)c1cccc(C)c1,-2
CCc1ccc(OCc2nnc(SCc3ccc(C(C)(C)C)cc3)n2CC(C)C)cc1,3
Cc1ccc(F)cc1NC(=O)c1cnc2ccccc2n1,-17
O=C(COc1ncnc2ccc(Br)cc12)Nc1cc(F)ccc1F,9
Cc1[nH]c2ccccc2c1C1c2ccccc2C(=O)N1CCc1ccccc1 (configuration not stated),4
Cc1ccc(NC(=O)c2ccc3c(Cl)c4c(nc3c2)CCCC4)cc1F,4

# Grouped by structure: the compounds so far with bromine (2)
SMILES,LDHA block
CCOC(=O)/C(C#N)=C\c1cc(Br)c(OC)c(OCC)c1,9
O=C(COc1ncnc2ccc(Br)cc12)Nc1cc(F)ccc1F,9

# (cont.)
SMILES,LDHA block
O=C(O)CSC(=O)c1ccccc1Cl,-8
COc1ccc(S(=O)(=O)N2CCc3ccccc32)cc1C(=O)N1CCN(c2ncccn2)CC1,0
Cc1ccc(-c2ccc(C(=O)O)n2C)cc1,7
CC1CCC(N(C)C(=O)c2cc3ccccc3oc2=O)CC1 (configuration not stated),0
CC(C)NC(=O)c1nc(-c2ccc3cc[nH]c3c2)no1,-1
CC(C)(C)c1cc(C=O)c(O)c(C(C)(C)C)c1,-1
CC(C)c1ccc(CNCc2ccco2)cc1,7
CCN(c1ccccc1)c1nnc(NC(=O)Nc2ccccc2OC)s1,-3
Cc1cc(C)c2oc(C(=O)Nc3cccc(Cl)c3C)cc(=O)c2c1,1
O=C(Nc1ccc2oc(-c3cccnc3)nc2c1)c1cccc(I)c1,-12
N#Cc1cnn(-c2ccc(NC(=O)c3ccc4[nH]c5c(c4c3)CCCC5)cc2)c1N,11
Cc1cnc(NC(=O)C(C)(C)Oc2ccc(Cl)cc2Cl)s1,-5
COc1ccc(CCC(=O)NC(C)c2cccs2)cc1OC (configuration not stated),5
COc1ccc2cnn(CC(=O)Nc3ccccc3Br)c(=O)c2c1OC,-6
CCN(CC)S(=O)(=O)c1ccc(NC(=O)CN(c2ccc(F)c(Cl)c2)S(C)(=O)=O)cc1,7
Cc1ccccc1-n1nnnc1C1(Nc2ccccc2)CCCCC1,-7
Cc1nn(CN2CCN(Cc3ccccc3)CC2)c(=O)c2ccccc12,-11
Cc1cccc(Oc2ccc(Cl)cc2NC(=O)c2nn(C)c(=O)c3ccccc23)c1,-2
COc1ccc(-n2ncc3c(Nc4ccc(Cl)c(Cl)c4)ncnc32)cc1,-7
CC(=O)/C=C(/NCc1ccccc1)C(F)(F)F,-8

# Reprinted at random: seven records from the list.
SMILES,LDHA block
CC(=O)/C=C(/NCc1ccccc1)C(F)(F)F,-8
CC(C)(C)c1cc(C=O)c(O)c(C(C)(C)C)c1,-1
N#Cc1cnn(-c2ccc(NC(=O)c3ccc4[nH]c5c(c4c3)CCCC5)cc2)c1N,11
CCN(CC)S(=O)(=O)c1ccc(NC(=O)CN(c2ccc(F)c(Cl)c2)S(C)(=O)=O)cc1,7
COc1ccc2cnn(CC(=O)Nc3ccccc3Br)c(=O)c2c1OC,-6
Cc1cccc(Oc2ccc(Cl)cc2NC(=O)c2nn(C)c(=O)c3ccccc23)c1,-2
Cc1ccccc1-n1nnnc1C1(Nc2ccccc2)CCCCC1,-7

# The results go on.
SMILES,LDHA block
CCc1ccccc1N(C(C)=O)c1nc(CSc2nnc(C3CC3)n2C2CC2)cs1,0
CCOC(=O)c1cc(Cl)c(C(=O)OCC)cc1Cl,-2
N#CC1(C(=O)Nc2ccc(Cl)cc2)CCCC1,-5
Cc1ccccc1NC1(c2nnnn2-c2ccccc2C)CCCC1,-2
CCOC(=O)c1cn[nH]c1S(=O)(=O)N1CCCCCCC1,?
CC(C)c1ccc(CNC(C)c2ccc(S(C)(=O)=O)cc2)cc1 (configuration not stated),-1
CC(=O)Nc1ccc(NC(=O)c2cccc3c2ccn3C)cc1,-1
O=c1c2ccc(Cl)cc2ncn1Cc1coc(-c2cccs2)n1,-1
CCCCNC(=O)CN(C(C)C)C1CC1,-3
CC(=O)Nc1sc2c(c1-c1cccc(N(C)C)c1)CCNC2,12
O=C(Nc1cccc(C(F)(F)F)c1)c1noc2c1CCCCC2,9
CSc1ccc(/C=C(/C#N)S(=O)(=O)c2ccc(C)cc2)cc1,2
O=C(Nc1ccc(F)cc1F)N1CCN(c2cc(=O)n3nc(-c4ccco4)sc3n2)CC1,-12
CS(=O)(=O)N1CCCc2cc(C(=O)Nc3ccc(-c4nnc5n4CCCCC5)cc3)ccc21,9
O=C1c2ccccc2C(=O)N1c1ncccc1O,8
Cc1ccc(S(=O)(=O)Nc2ccc(Nc3ccc([N+](=O)[O-])cc3[N+](=O)[O-])cc2)cc1,-1
Clc1cccc(-n2c(SCc3cn4ccccc4n3)nnc2N2CCCC2)c1,-5
O=C(c1ccc(C(F)(F)F)cc1)N1CCCN(C2CC2)CC1,4
CC(C(=O)Nc1ccc(F)cc1)n1cnc2c1c(=O)n(C)c(=O)n2C (configuration not stated),4
CSc1ccc(/C=C/C(=O)c2ccccc2)cc1,4

# Part of the list above, bar-delimited.
Compound | LDHA block
CC(C(=O)Nc1ccc(F)cc1)n1cnc2c1c(=O)n(C)c(=O)n2C (configuration not stated) | 4
CSc1ccc(/C=C/C(=O)c2ccccc2)cc1 | 4

# Following part:
SMILES,LDHA block
CN(CC(=O)NCCC#N)c1ccc(C(C)(C)C)cc1,6
Cc1ccc(S(=O)(=O)N2CCN(CC(=O)NC(C)(C)C)CC2)cc1C,4
CCN(CC(=O)NC(C)C)C(=O)CSc1nc2ccccc2o1,1
CC1(C)CC(NC2CC(C)(C)NC(C)(C)C2)CC(C)(C)N1,12
Cn1ccnc1C(NC(=O)c1nn(C)c(=O)c2ccccc12)c1ccc(F)cc1 (configuration not stated),3
COc1cc(C(C)NCc2csc(C(C)C)n2)ccc1OCCO (configuration not stated),7
COc1ccc(OC)c(C2CCCN2CC(=O)N2CCN(c3ccccc3)CC2)c1 (configuration not stated),-3
CC(C)c1nnc(NC(=O)c2cc(Cl)c3c(c2)OCCO3)s1,10
Cc1cc(C(=O)NC(C)CCc2ccccc2)c2cccc(C)c2n1 (configuration not stated),6
O=C(COc1cc(O)c2c(=O)cc(-c3ccccc3)oc2c1)Nc1ccccc1F,-13
CC1CCc2nc3ccccc3c(C(=O)Nc3ccccc3F)c2C1 (configuration not stated),20
Nc1cccc(C(=O)NCc2cccnc2)c1,11
Cc1cccc(Cc2c(C)nc3nc(C(F)(F)F)[nH]n3c2=O)c1,7
CCCc1cc(=O)[nH]c(SC(C)C(=O)NC)n1 (configuration not stated),5
Cc1c(O)ccc2c(=O)c(-c3nc4ccccc4s3)coc12,3
Cc1ccc(C)c(NC(=O)c2ncoc2-c2cccc(Cl)c2)c1,-6
O=C(CSc1ncnc2ccccc12)NN1C(=O)NC2(CCCCC2)C1=O,1
COc1ccc(Nc2nc3ccccc3nc2NS(=O)(=O)c2ccc(NC(C)=O)cc2)cc1OC,-19
CCN(CC)S(=O)(=O)c1cc(-c2nc(-c3cccc(F)c3)no2)sc1C,9
O=C(O)Cc1ccc(S(=O)(=O)Cc2ccccc2)cc1,3
Cn1c(=O)c2c(nc(NCc3ccco3)n2Cc2cccc(Br)c2)n(C)c1=O,8
O=C(Nc1ccc(-c2nc3ccccc3o2)c(O)c1)c1cccc(I)c1,6
CC1CCC(C(=O)Nc2ccc3ccccc3c2)CC1 (configuration not stated),5
Cc1nc2sc3c(c2c(-c2ccccc2)c1C(N)=O)CCCC3,3
CCCCN(Cc1cc2ccccc2[nH]c1=O)C(=O)c1ccc(OC)cc1,1
Cn1nc(C(=O)Nc2ccc(C(F)(F)F)cc2)c2ccccc2c1=O,-7
CCOc1ccccc1CNC(=O)C1CCCN(c2ncnc3onc(CC)c23)C1 (configuration not stated),0
CCCc1cc(=O)oc2cc(OC(C)C(=O)NCc3cccnc3)ccc12 (configuration not stated),4
CC(=O)Nc1sc2c(c1-c1ccc(C(=O)O)cc1)CCNC2,6
CCc1cc2c(cc1C1(C)OCCC(C)O1)C(C)(C)CCC2(C)C (configuration not stated),-13
O=C(O)c1cccc(NC(=O)c2ccc(Cl)s2)c1,0
CC(C)c1noc(CN2CCC(c3nc4cc(Cl)ccc4o3)CC2)n1,0
COc1cc(NC(=O)CCc2ncc(-c3ccc(Cl)cc3)o2)cc(OC)c1,1
O=C(NCc1cccnc1)c1nc(-c2ccc(Br)o2)no1,-2
Cc1ccc(C(=O)C(C)OC(=O)c2nn(C)c(=O)c3ccccc23)cc1C (configuration not stated),10
Cc1[nH]c2ccccc2c1C(=O)C(N)=O,-2
O=C1CCCC2=C1C(c1ccncc1)n1nc(-c3cccc(Cl)c3)nc1N2 (configuration not stated),3
COC(=O)N(C)CC(=O)NC1CCC(C)CC1 (configuration not stated),4
Cc1ccc2oc(SCc3noc(CCC(=O)Nc4ccc5ccccc5c4)n3)nc2c1,3
CC(=O)C[C@](N)(c1ccccc1)C(F)(F)F,-2
CC1CCCN(CC(=O)Nc2oc3ccccc3c(=O)c2-c2ccc(F)cc2)C1 (configuration not stated),4
CC(C)(C)C(=O)Oc1ccc2c(-c3cc4ccccc4oc3=O)cc(=O)oc2c1,-14
O=C(CCc1ncc(-c2ccc(F)cc2F)o1)NC1=NCCS1,3
Cc1nnc(SC(C)C(=O)c2c[nH]c3ccccc23)s1 (configuration not stated),-7
COc1ccc(Nc2ncc(C(=O)Nc3cc(Cl)ccc3OC)c3ccccc23)cc1,-5
O=C1CCc2cc(S(=O)(=O)NCc3ccc(Cl)cc3)cc3c2N1CCC3,3
NS(=O)(=O)c1ccc(NC(c2ccccc2)c2ccccc2)c([N+](=O)[O-])c1,3
CCOc1cc(Br)cc2cc(C(=O)NCc3ccccc3)c(=O)oc12,-1
c1ccc2sc(C34CC5CC(CC(C5)C3)C4)nc2c1,5
Cn1c(COc2ccc(C(C)(C)C)cc2)n[nH]c1=S,-5
CCCCn1cnc2c1c(=O)n(CC(=O)Nc1ccc(F)c(F)c1)c(=O)n2CCCC,5
CCn1c(SCC(=O)c2ccc(C#N)cc2)nnc1-c1ccc(C)cc1,2

# Compound activity as filed in PubChem BioAssay.
